KCNH2 3.1 block = KCNH2 3.1 (human) potassium channel inhibition; activity change, % (tested at about 1.8 µM); 340,000 tested, 0.95% active; U2OS KCNH2 3.1, thallium flux FluxOr; hits give low values;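 active means maximum activity change below -70%; inconclusive means maximum activity change from -70% to -50%; inactive means maximum activity change above -50%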;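 further: thallium influx rate constant from kinetic fluorescence after stimulation buffer; on the % scale 0 is the no-effect control and ±100 the full control effect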
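Virally transduced U2OS (3.1 isoform, 4 h infection in dark at RT) → overnight 37 C → FluxOr + Red40 in HBSS/HEPES, 45 min → stimulation buffer, 2 min kinetic read → rate constant vs DMSO controls.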
MLL CXXC-DNA inh = blocks binding of human MLL CXXC domain to DNA | Q03164 | MLL-CXXC / FITC-HOXA9 DNA fluorescence polarization | Potency, µM (titrated, usually from 115 µM), for inactives: top-dose activity change, negative = inhibition, usual class: inhibitors | 290,000 tested, 0.037% active; active means well fitted inhibition curve with a large enough effect in the polarisation, with a control signal flat, not every such curve was filed as active; inconclusive means small, poorly fitted or top-dose-only effect, or effect the other way, or a change in a side signal; inactive means no such curve, though single readings can be large or run the other way; the % refers to the polarisation; further: potency means the concentration at half of the fitted maximal effect
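Fluorescence polarization: 7 uM MLL-CXXC (stock) preincubated 5 min with compounds, then 50 nM fluorescein-HOX-A9 DNA (stock) added; 30 min ambient. Buffer 50 mM Tris-HCl pH 7.5, 50 mM NaCl, 1 mM DTT, 0.05% BSA.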
MBNL1-CUG inh = blocks human MBNL1 binding to CUG repeat RNA | TR-FRET MBNL1-His/biotin-(CUG)12 binding, 665/545 ratio | 280,000 tested, 0.036% active | Q9NR56 | AID 2675 | Potency, µM (series often up to 57.5 µM), inactives show at the top dose activity change, negative = inhibition, most hits filed as inhibitors; active means well fitted inhibition curve with a large enough effect in the signal ratio, with a control signal flat, not every such curve was filed as active; inconclusive means small, poorly fitted or top-dose-only effect, or effect the other way, or a change in a side signal; inactive means no such curve, though single readings can be large or run the other way; the % refers to the signal ratio; further: potency means the concentration at half of the fitted maximal effect; on the % scale 0 is the no-effect control and ±100 the full control effect
Target sequence (Q9NR56 whole entry, looked up): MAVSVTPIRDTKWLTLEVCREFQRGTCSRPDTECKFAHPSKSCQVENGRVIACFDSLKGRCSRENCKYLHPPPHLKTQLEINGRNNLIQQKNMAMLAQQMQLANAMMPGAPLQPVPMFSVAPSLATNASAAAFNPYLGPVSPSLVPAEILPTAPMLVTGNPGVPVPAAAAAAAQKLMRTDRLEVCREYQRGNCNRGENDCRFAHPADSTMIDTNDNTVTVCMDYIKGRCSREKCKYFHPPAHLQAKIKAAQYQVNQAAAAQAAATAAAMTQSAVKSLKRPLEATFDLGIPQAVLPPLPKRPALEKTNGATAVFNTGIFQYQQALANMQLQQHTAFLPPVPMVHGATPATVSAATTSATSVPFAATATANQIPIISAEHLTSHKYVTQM
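Compound titration spanned 92 nM–58 uM against the MBNL1-His/biotin-(CUG)12 complex. After 60 min at room temperature with 5 nM streptavidin-XL665 and 0.055 ng/ul terbium anti-His, ratiometric 665/545 nm emission (Ex 340 nm) normalized to controls.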
hERG WT inh = blocks the wildtype human KCNH2 potassium channel; AID 720551; Q12809; 340,000 tested, 0.37% active; U2OS, BacMam KCNH2, thallium flux FluxOr; hits give low values; activity change, % at 1.84 µM;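 active means maximum activity change below -70%; inconclusive means maximum activity change between -70% and -50%; inactive means maximum activity change above -50%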; further: on the % scale 0 is the no-effect control and ±100 the full control effect
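U2OS cells were transduced with wild-type KCNH2 virus (2.03 x 10^8 / mL) for 4 h at room temperature, then cultured overnight at 37 C. Thallium flux was read with FluxOr dye. Rate constants were normalized to DMSO controls.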
A-T KAP1 phos = potential ataxia-telangiectasia treatments restoring KAP-1 phosphorylation. […] A-T fibroblasts, KAP-1 phosphorylation AlphaLISA; neocarzinostatin DNA damage 30 min before lysis. Potency, µM (highest dose often 57.5 µM), without a hit: at the top dose activation, hits mostly activators. 320,000 tested, 0.19% active; further: potency means the concentration at half of the fitted maximal effect; % of control where 0% means no effect; nearly all actives have a fitted effect of over 45% in size
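hTERT-immortalized A-T patient fibroblasts ([…]), 500 cells/well in OPTI-MEM, 1% FBS, got compounds for 60 min, then NCS for 30 min at 37C. Lysates were then assayed for phospho-KAP-1 by AlphaLISA (anti-pKAP1 donor, anti-KAP1 acceptor beads), 6 hr at 25C.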
GALK inhibitor = blocks human galactokinase activity; P51570; Purified GALK, Kinase-Glo residual ATP luminescence; Potency, µM (titrated, usually from 57.5 µM), for inactives: top-dose activity change, negative = inhibition, hits mostly inhibitors; 270,000 tested, 0.007% active; AID 1868; further: potency means the concentration at half of the fitted maximal effect; on the % scale 0 is the no-effect control and ±100 the full control effect
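GALK at 5 nM final was combined with compound, 35 uM ATP and 100 uM galactose in HEPES pH8.0 with MgCl2 and DTT. The reaction ran one hour at room temperature before luminescent ATP detection.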
ASM inhibitor = blocks human secretory acid sphingomyelinase; P17405; placental ASM, HMU-PC fluorogenic substrate, 60 min; Potency, µM (top dose mostly 57.5 µM), for the others: at the top dose activity change, negative = inhibition, hits mostly inhibitors; 340,000 tested, 0.006% active; further: potency means the concentration at half of the fitted maximal effect
Target sequence (P17405 47-631 limits assumed): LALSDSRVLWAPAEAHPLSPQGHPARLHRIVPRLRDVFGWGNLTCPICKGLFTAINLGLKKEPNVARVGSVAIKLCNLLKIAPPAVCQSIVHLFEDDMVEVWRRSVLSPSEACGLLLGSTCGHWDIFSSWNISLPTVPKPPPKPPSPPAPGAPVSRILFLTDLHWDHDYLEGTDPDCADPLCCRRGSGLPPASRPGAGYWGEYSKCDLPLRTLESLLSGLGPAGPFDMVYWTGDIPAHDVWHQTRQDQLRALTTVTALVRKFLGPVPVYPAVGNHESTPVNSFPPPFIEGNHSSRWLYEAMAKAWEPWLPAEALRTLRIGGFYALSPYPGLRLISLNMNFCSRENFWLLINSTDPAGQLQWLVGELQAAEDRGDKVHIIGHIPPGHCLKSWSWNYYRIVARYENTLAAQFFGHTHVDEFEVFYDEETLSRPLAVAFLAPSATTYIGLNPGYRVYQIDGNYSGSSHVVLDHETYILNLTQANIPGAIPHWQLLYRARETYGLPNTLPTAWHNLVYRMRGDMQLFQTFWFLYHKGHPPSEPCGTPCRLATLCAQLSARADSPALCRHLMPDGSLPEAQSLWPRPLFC
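Human placenta-derived ASM preincubated with compound 10 min at room temperature, then reacted with 9 uM (final) fluorogenic HMU-PC substrate for 60 min at 37 C. Stop solution raises pH to 10; fluorescence read at Ex 386/Em 447 nm.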
Integrin act MD = activates integrin-mediated alleviation for muscular dystrophy; 350,000 tested, 0.064% active; alpha7betagal myoblasts, beta-gal FDG fluorescence, 48 h; Potency, µM (highest dose often 38.3 µM), for the others: top-dose activation, most hits filed as activators;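 further: potency means the concentration at half of the fitted maximal effect; 100% = response of the positive control SU9516; nearly all actives have a fitted effect of over 60% in size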
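Alpha7betagal+/- myoblasts (passage 13) were plated 16-24 hr, then exposed to compounds (1:260 dilution of DMSO stock) for 48 hours at 37C. After MPER lysis, β-galactosidase reporter activity was read as FDG fluorescence (ex 480/em 540) after 30 minutes.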
Coupling enz = counter-screen for Giardia aldolase inhibitors: coupling enzyme system. coupling enzyme system counterscreen, AmpLite Red fluorescence. 290,000 tested, 0.67% active. activity change, negative = inhibition, % at 58.2 µM, hits read low. AID 2472; in the data active means activity change below about -30%; further: on the % scale 0 is the no-effect control and ±100 the full control effect
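Coupling enzymes only (glyceraldehyde-3-phosphate) + compound, at 57.5 uM final, 10 min RT; add substrate/coupling/AmpLite Red mix, 20 min RT; fluorescence ex 525/em 598 nm. Actives flag coupling-system interference.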
TRPV1 agonist = activates the human vanilloid receptor TRPV1; TRPV1-expressing cells, Fluo-8 calcium influx, agonist mode; activation, % at 8.33 µM; 320,000 tested, 0.19% active; in the data active means activation above about 80%; inconclusive means between about 30% and that limit; further: 0% is about no effect
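TRPV1-expressing cells were cultured overnight at 35.5C and loaded with Fluo-8 calcium dye for 40 to 90 min at room temperature. After a 10 s baseline, compound was added and calcium influx was read kinetically for 3 min (ex 480/em 520 nm).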
* = called active by the depositor; ? = inconclusive; nt = not tested or not shown; & = joins results of further samples; [ ] = remark or other dose. Unless noted, the call rests on the fitted dose curve; in most records, active means well fitted curve in the direction sought with a large enough effect; inconclusive means small, poorly fitted or top-dose-only effect, or another doubt; inactive means no such curve, though single readings can be large; an effect the other way counts as inactive or inconclusive.

SMILES	KCNH2 3.1 block	MLL CXXC-DNA inh	MBNL1-CUG inh	hERG WT inh	A-T KAP1 phos	GALK inhibitor	ASM inhibitor	Integrin act MD	Coupling enz	TRPV1 agonist
O=C(O)c1ccc(OCC(O)Cn2c3ccccc3c3ccccc32)cc1 (stereo not given)	21.9	-0.7%	6.4%	28.4	7.7%	-1.6%	-0.3%	38.9%	4.7	0.1
Cc1ccccc1C(=O)NNC(=O)c1ccncc1	-3.2	26.7%	-0.1%	1.3	-1.1%	-0.5%	-0.7%	0.7%	1.0	-4.6
CCOC(=O)C1CCN(C(=O)CN(c2ccc(Oc3ccccc3)cc2)S(C)(=O)=O)CC1	10.1	6.3%	-2.2%	0.8	2.7%	-1.9%	1.5%	-1.4%	-2.1	5.1
O=C(Nc1ccc(N2CCCC2)cc1)C(c1ccccc1)c1ccccc1	5.7	47.2%[activator]	1.5%	0.1	nt	7.0%	-10.6%	-2.0%	-4.3	-0.1
COCC1CCCC1OS(N)(=O)=O (stereo not given)	10.0	2.6%	-2.6%	0.3	3.8%	nt	-3.9%	0.0%	-0.7	-0.9
COc1ccc(NC(=S)N(CCC(C)C)C2CCN(C(C)C)CC2)cc1Cl	-1.9	6.2%	-5.6%	-8.4	3.0%	1.9%	3.5%	-24.6%	-46.5*	2.5
COc1cc(CNCc2ccco2)ccc1OCc1ccccc1	-6.0	2.0%	-0.7%	13.7	-3.4%	1.9%	3.7%	-31.7%	0.7	0.8
O=C(Nc1cccc(Cl)c1)c1nc[nH]c1C(=O)NCCN(CCNC(=O)c1[nH]cnc1C(=O)Nc1cccc(Cl)c1)CCNC(=O)c1[nH]cnc1C(=O)Nc1cccc(Cl)c1	-15.4	nt	nt	-49.4	-0.4%	nt	-3.1%	4.1%	nt	nt
O=S(=O)(c1cccc2nonc12)N1CCN(c2cccc(Cl)c2)CC1	-8.0	3.6%	-6.0%	1.7	0.7%	-0.7%	-7.7%	-23.5%	4.5	-0.9
CC(C)C(NC(=O)c1ccccc1F)C(=O)NCc1ccc(F)cc1 (stereo not given)	0.5	-0.7%	2.5%	2.4	-1.5%	-2.9%	-0.2%	-8.3%	-3.3	18.6
Cc1ccc(S(=O)(=O)Nc2ccc(N(C)C)cc2)cc1	6.4	2.0%	2.3%	2.8	-4.1%	1.4%	-2.2%	21.4%	-4.1	-1.4
CCOC(=O)C1=C(O)CSC1=Nc1ccc(Cl)cc1	-3.5	-0.2%	3.9%	-3.9	10.4%	7.5%	5.3%	21.4%	1.8	1.2
CC(C)c1nc2oc3c(NCC4CCCO4)ncnc3c2c2c1COC(C)(C)C2 (stereo not given)	-0.5	-8.0%	-3.8%	-1.0	4.5%	-3.1%	3.8%	-5.2%	-5.7	1.8
CCS(=O)(=O)N1CCCC(C(=O)NCCc2ccc(C)cc2)C1 (stereo not given)	-19.1	3.4%	-23.7%	-2.1	15.5%	nt	3.8%	-6.0%	0.0	2.1
O=C(c1cn2ccccc2n1)N1CCc2c([nH]c3ccccc23)C1c1ccccn1 (stereo not given)	0.1	-12.2%	-5.6%	-1.0	0.3%	-0.2%	-1.0%	11.3%	-3.5	7.3
Cc1ccc(-n2c(SCC(=O)Nc3cccc(S(=O)(=O)NC4=NCCCCC4)c3)nc3ccccc3c2=O)cc1	-1.4	11.5%	?	4.0	9.2%	0.1%	-1.9%	-8.6%	-2.5	0.8
Cc1nn(-c2ccccc2)c(Cl)c1C(=O)NC1CCCCC1	1.4	?	-1.9%	3.2	0.8%	6.5%	1.1%	-6.4%	1.4	?
O=S(=O)(c1cccc(-c2nnc3n2CCCCC3)c1)N1CCOCC1	-29.4	2.2%	-8.1%	-4.5	-42.3%	-0.2%	0.9%	15.4%	1.9	2.5
Cc1ccc(/C=C(/NC(=O)c2ccccc2)C(=O)NCCc2c[nH]c3ccccc23)o1	2.6	-18.5%	20.5%	-15.0	-10.5%	-1.9%	-5.4%	-2.5%	-7.2	8.9
O=C(N1CCCCC1)C12CC3CC(C1)CC(C(=O)N1CCCCC1)(C3)C2	-1.0	-4.4%	-0.3%	3.6	0.9%	-2.7%	3.2%	2.6%	0.5	7.3
O=C(c1ccc(Cl)cc1)N(Cc1ccccc1F)N1C(=O)CCCC1=O	11.6	-14.2%	-3.7%	-1.8	-0.5%	-1.0%	1.2%	-5.7%	-3.3	-3.1
O=C(O)c1ccc(-c2nc(-c3cccc(C(F)(F)F)c3)cs2)cc1	3.1	-7.1%	nt	5.5	4.5%	0.6%	0.3%	0.0%	8.9	-8.4
CC(=O)N/C(=C\c1ccccc1)C(=O)OC(C)C(=O)N(C)c1ccccc1 (stereo not given)	1.3	nt	nt	-1.2	-5.3%	nt	7.0%	-18.0%	nt	-1.1
Cc1ccc(C(=O)OCc2nnc(-c3ccccc3)o2)o1	2.9	4.2%	?	0.7	4.5%	-0.1%	-3.2%	35.1%	0.1	11.9
CCS(=O)(=O)/N=C(\N)c1ccccc1	4.8	2.1%	-2.2%	-11.6	8.5%	6.8%	-2.2%	0.8%	2.1	-4.7
CSc1ncccc1C(=O)OCC(=O)NC1CCCc2ccccc21 (stereo not given)	-1.9	nt	nt	-1.2	18.9%	nt	-0.6%	30.3%	nt	nt
CN(C)C(=O)CSC1c2ccccc2C(=O)N1c1ccccc1 (stereo not given)	-3.1	2.3%	-2.7%	11.2	-9.2%	-5.1%	3.7%	1.5%	4.9	nt
CCOC(=O)N1CCC(N2Cc3cccc(C(=O)NCC4CCN(CC(C)C)C4)c3C2=O)CC1 (stereo not given)	-11.5	20.6%	4.3%	4.8	2.8%	1.6%	-2.8%	8.5%	-4.9	-2.5
Cc1ccc(S(=O)(=O)N(C)C)cc1NC(=O)c1c(-c2c(F)cccc2Cl)noc1C	3.4	0.9%	-1.6%	1.8	0.5%	0.7%	3.7%	9.3%	4.4	0.3
COc1ccc(NC(=S)N2CCCN(Cc3cc(C)ccc3C)C2)cc1	-14.4	-1.2%	-13.0%	14.2	1.2%	7.3%	0.8%	-31.8%	2.3	4.3
Cc1ccc2nc(N3C(=O)C(O)=C(C(=O)c4ccc(C)o4)C3c3ccco3)sc2c1 (stereo not given)	4.4	nt	nt	-0.8	-7.1%	nt	17.8%	-14.6%	nt	-0.4
CC(C)(C)C(=O)Nc1ccccc1C(=O)NCc1ccco1	1.1	-10.0%	6.6%	5.7	8.8%	2.0%	1.2%	18.2%	-0.2	-3.9
CC1Cc2ccccc2N1C(=O)Cn1c(=O)cc(O)c2ccccc21 (stereo not given)	-2.4	13.3%	13.2%	-5.3	-2.5%	-4.0%	-4.9%	-21.5%	-1.0	0.3
CCn1c(CNC(=O)c2ccccc2F)nnc1SCC(=O)NC1CCCCC1	16.4	0.5%	-2.2%	nt	3.7%	8.9%	2.0%	7.0%	9.2	0.2
COC(=O)c1ccc(COc2ccccc2/C=N/NS(=O)(=O)c2ccccc2)cc1	3.7	7.2%	5.6%	26.9	-1.6%	-0.1%	-6.4%	2.7%	-0.1	-0.6
O=C(O)/C=C/C(=O)NCCc1cccc(Cl)c1	-0.5	-11.0%	-16.6%	nt	0.6%	2.7%	3.2%	-13.4%	3.7	2.9
Cc1ccc(C(=O)C2=C(O)C(=O)N(Cc3cccnc3)C2c2ccc(N(C)C)cc2)o1 (stereo not given)	-0.1	17.2%	16.1%	-2.1	3.3%	0.9%	-1.9%	-9.5%	0.8	0.6
Cc1ccc(C(=O)Nc2cccc(C(=O)NC3CCCC3)c2)cc1	-16.5	6.2%	0.8%	-1.1	8.8%	-4.2%	-6.6%	0.0%	nt	-0.2
Cc1nc(C(C)(C)O)n(-c2ccccc2)n1	8.4	22.4%	-3.5%	-0.3	9.9%	0.1%	4.2%	1.6%	1.8	-2.7
Cc1ccccc1NC(=O)c1cc([N+](=O)[O-])ccc1NCCN1C(=O)CCC1=O	-159.0*	-2.5%	?	4.5	3.2%	1.1%	-9.0%	-37.5%	0.3	2.2
COc1cc([N+](=O)[O-])cc2cc(C(=O)NC(C)(C)C)c(=O)oc12	-2.9	5.5%	?	-6.9	-2.3%	1.7%	-2.2%	0.0%	-0.1	1.4
Cc1ccc(NC(=O)COC(=O)C2C3CC4OC(=O)C2C4C3)cc1Cl (stereo not given)	1.8	17.1%	-0.7%	2.0	-0.5%	-1.7%	-4.4%	11.3%	0.4	28.4
C=CCN1c2ccccc2[C@]23C[C@@H](C(=O)OC)N(C(=O)c4cc(C)oc4C)C2=NC(C(=O)OC)=C(C(=O)OC)[C@H]13	1.2	-0.9%	1.5%	3.8	-9.7%	-1.1%	-3.2%	-29.7%	1.2&-0.9	?
